# TRb SRC2 PPI = disrupts binding of human TR beta to SRC2; P10828; TRbeta-SRC2 peptide binding, fluorescence polarization; receptor liganded with 1 µM T3; Potency, µM (top dose mostly 106 µM), inactives show top-dose activity change, negative = inhibition, most hits filed as inhibitors; 0.065% of 280,000 active;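 note: plate controls were bound peptide for no effect and peptide without receptor for full effect; nearly all actives have a fitted effect of over 50% in size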
# Target sequence (P10828 whole entry, looked up): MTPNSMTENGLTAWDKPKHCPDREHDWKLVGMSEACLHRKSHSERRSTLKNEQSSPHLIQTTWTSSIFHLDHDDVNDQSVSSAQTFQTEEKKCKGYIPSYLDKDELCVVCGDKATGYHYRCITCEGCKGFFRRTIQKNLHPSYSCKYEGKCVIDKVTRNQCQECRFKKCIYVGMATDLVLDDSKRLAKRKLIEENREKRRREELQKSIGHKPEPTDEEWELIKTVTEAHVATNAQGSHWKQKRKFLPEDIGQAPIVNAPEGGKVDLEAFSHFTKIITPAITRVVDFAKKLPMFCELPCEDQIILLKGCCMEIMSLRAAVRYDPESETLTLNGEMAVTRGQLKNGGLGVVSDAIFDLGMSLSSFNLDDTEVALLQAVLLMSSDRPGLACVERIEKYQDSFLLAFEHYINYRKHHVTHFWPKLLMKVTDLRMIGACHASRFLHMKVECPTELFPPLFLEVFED
#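 Polarization signal, normalized between peptide-alone and full complex controls, measured compound effects on T3-liganded human TRb LBD (0.6 uM) binding 20 nM Texas Red SRC2 peptide after 5 hr.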
# RECQ1 inh = blocks DNA unwinding by human RECQ1; P46063; RECQ1 DNA unwinding, red fluorescence kinetic read; Potency, µM (top dose mostly 57.3 µM), inactives show at the highest dose activity, negative = inhibition, most hits filed as inhibitors; 0.54% of 240,000 active;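 note: plate controls were vehicle for no effect and no enzyme for full effect; nearly all actives have a fitted effect of over 30% in size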
#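 RECQ1T1 50 nM; forked duplex (20 bp + 30-nt ss tails) 200 nM, ATP 2 mM final; pH 8.0, 2 mM MgCl2, 2.5 ug/ml poly(dI-dC); 15 min compound preincubation; discontinuous kinetic read over 2 h at RT.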
# Tau ThT inhib = inhibitors of human tau fibril formation, thioflavin T binding. recombinant tau K18 P301L, heparin-induced fibrillization, ThT fluorescence. Potency, µM (titrated, usually from 57.4 µM), for the others: top-dose activity, negative = inhibition, most hits filed as inhibitors. 2.1% of 270,000 active; note: % is set by controls: 0 for no effect and ±100 for the full control effect; nearly all actives have a fitted effect of over 55% in size
# Target sequence (P10636 561-689 P618L limits assumed): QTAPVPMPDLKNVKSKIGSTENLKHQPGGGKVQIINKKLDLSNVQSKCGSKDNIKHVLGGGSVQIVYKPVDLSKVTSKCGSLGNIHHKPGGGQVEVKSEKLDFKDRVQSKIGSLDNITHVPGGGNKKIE
#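 In this qHTS, human K18 P301L tau is incubated with compound and heparin for 6 hr at 37 C, and Thioflavin T fluorescence then reports fibril load.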
# HTT cytoprotect = cytoprotection in Huntington HTT-Q103 PC12 cell model. 0.14% of 230,000 active. Potency, µM (highest dose often 56.4 µM), without a hit: cytoprotection (ATP increase), most hits filed as activators. AID 1471. PC12 HTT-Q103 induced, cytoprotection, ATP luminescence, 40 h;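 note: % of control where 0% means no effect; nearly all actives have a fitted effect of over 45% in size; toxic huntingtin expression switched on by the ecdysone agonist tebufenozide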
#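 Stable PC12 Q103-GFP cells in serum-supplemented, phenol red-free DMEM; induction by tebufenozide at 100 nM final; compound dose series; cell viability quantified luminescently from ATP.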
# Tau fluor cs = counter-screen for tau fibril formation inhibitors. tau K18 P301L Alexa594 fluorescence, heparin fibrillization. Potency, µM (doses to about 57.7 µM), for the others: at the top dose activity change, negative = decrease. 0.93% of 280,000 active. AID 1463; note: % is set by controls: 0 for no effect and ±100 for the full control effect; nearly all actives have a fitted effect of over 55% in size
#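 Human tau K18 P301L (15 uM unlabeled, 0.24 uM Alexa 594-labeled) in 100 mM sodium acetate pH 7 with 20 uM heparin, 6 hr at 37 C. ThT 30 uM added, 1 hr ambient; Alexa 594 FP and total fluorescence read at 555/632 nm.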
# Tau FP inhib = inhibitors of human tau fibril formation | P10636 | Potency, µM (series often up to 57.7 µM), for the others: top-dose activity, negative = inhibition, most hits filed as inhibitors | K18 P301L tau heparin fibrillization, Alexa594 FP, 6 h | 0.39% of 280,000 active; note: % is set by controls: 0 for no effect and ±100 for the full control effect; nearly all actives have a fitted effect of over 55% in size
#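 Heparin (20 uM) drove fibril formation of recombinant tau K18 P301L, 15 uM unlabeled with 0.24 uM Alexa 594 label, for 6 hr at 37 C in 100 mM sodium acetate pH 7. Fluorescence polarization (555/632 nm) read 1 hr after 30 uM ThT.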
# TexasRed fluor = alters Texas Red total fluorescence, flagging assay interference | AID 1479 | Potency, µM (top dose mostly 106 µM), for the others: top-dose fluorescence change, negative = quenching | TRb/SRC2 Texas Red total fluorescence interference | 0.29% of 280,000 active; active = well fitted curve in either direction with a large enough effect; inconclusive = small, poorly fitted or top-dose-only effect; note: % is set by controls: 0 for no effect and ±100 for the full control effect
#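 Human TRβ ligand-binding domain (0.6 uM) and Texas Red SRC2 peptide (20 nM) in Tris buffer with 1 uM T3 and 5% DMSO were incubated with pinned compound for 5 hr at ambient temperature. Total fluorescence was computed as S + 2P (555/632 nm).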
# L3MBTL1 inh = L3MBTL1 (human) inhibition | Q9Y468 | AlphaScreen L3MBTL1–H3K9me1 peptide binding | Potency, µM (doses to about 57.1 µM), for the others: at the top dose activity, negative = inhibition, actives largely listed as inhibitors | 0.66% of 230,000 active; note: % is set by controls: 0 for no effect and ±100 for the full control effect; nearly all actives have a fitted effect of over 60% in size
#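 AlphaScreen assay: L3MBTL1 (50 nM final) was preincubated 30 min at room temperature with biotinylated H3(1-15)K9me1 peptide (75 nM final), then 30 min with library compounds; streptavidin donor and nickel chelate acceptor beads (10 ug/mL final) added, 30 min dark.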
# * hit, by the source's call; i = inactive; ? = inconclusive; . = no result given; [ ] = dose if it differs, or a comment. Unless noted, calls come from the whole dose curve; as a rule, active = well fitted curve in the direction sought with a large enough effect; inconclusive = small, poorly fitted or top-dose-only effect, or another doubt; inactive = no such curve, though single readings can be large; an effect the other way counts as inactive or inconclusive. Potency is the fitted concentration of half-maximal effect. Not all compounds are listed, so the mix of outcomes need not match the whole.
# The opening 3 records (preview)
SMILES,TRb SRC2 PPI,RECQ1 inh,Tau ThT inhib,HTT cytoprotect,Tau fluor cs,Tau FP inhib,TexasRed fluor,L3MBTL1 inh
[O-]/C(=C(\C(=S)Nc1cccc2ccccc12)[n+]1ccccc1)c1cccs1,-6%,12%,?,-8%,-22%,-4%,1%,?
CCOC(=O)c1c(NC(=O)Nc2ccc(Cl)cc2)sc(C)c1C,6%,i,-5%,-4%,-23%,3%,4%,3%
CCOc1ccc2nc(N3CCC(C(=O)N4CCN(C(=O)c5ccco5)CC4)CC3)sc2c1,8%,-4%,?,-11%[10 µM],-28%,-5%,-2%,12%

# All compounds of this part, repeating the preview:
SMILES,TRb SRC2 PPI,RECQ1 inh,Tau ThT inhib,HTT cytoprotect,Tau fluor cs,Tau FP inhib,TexasRed fluor,L3MBTL1 inh
[O-]/C(=C(\C(=S)Nc1cccc2ccccc12)[n+]1ccccc1)c1cccs1,-6%,12%,?,-8%,-22%,-4%,1%,?
CCOC(=O)c1c(NC(=O)Nc2ccc(Cl)cc2)sc(C)c1C,6%,i,-5%,-4%,-23%,3%,4%,3%
CCOc1ccc2nc(N3CCC(C(=O)N4CCN(C(=O)c5ccco5)CC4)CC3)sc2c1,8%,-4%,?,-11%[10 µM],-28%,-5%,-2%,12%
Cc1ccc(Nc2nc(N)c([N+](=O)[O-])c(NCc3ccco3)n2)cc1C,6%,35µM*,16µM*,0%[10 µM],28µM*[quencher],?,-3%,-11%
CC1=NN(C(=O)c2c(Br)c(C)nn2C)C(O)(C(F)(F)F)C1 (configuration not stated),-1%,-2%,7%,3%[1.9 µM],6%,10%,6%,11%
CCOc1ccc(-c2[nH]ncc2Oc2cccc(OC)c2)c(O)c1,-5%,-6%,?,-25%[0.074 µM],16µM*[quencher],?,-2%,-1%
COc1ccc(N(CC(=O)NC2CCCC2)C(=O)Cn2nnc(-c3ccc(C)cc3)n2)cc1,8%,-7%,-16%,-10%[10 µM],-18%,-6%,2%,15%
CN1/C(=C\C(=O)c2cccs2)C(C)(C)c2ccccc21,-2%,-6%,?,1%[10 µM],?,9%,-2%,115%[activator]
CCOC(=O)N1CCc2c(sc3nc(SC(C)C)n(N)c(=O)c23)C1,2%,5%,?,37%[10 µM],0%,4%,-4%,-11%
O=C(NCCCn1ccnc1)c1ccc(Br)o1,-15%,i,2%,7%,-1%,0%,-1%,.
O=C(Nc1nc2c(F)cc(F)cc2s1)c1ccccn1,4%,i,?,-74%[inhibitor][10 µM],-10%,4%,0%,-10%
CCCNC(=O)c1ccccc1NC(=O)C1COc2ccccc2O1 (configuration not stated),2%,-8%,-10%,5%,-11%,-4%,-6%,2%

# Complete entries from above:
# Entry for `CCOc1ccc(-c2[nH]ncc2Oc2cccc(OC)c2)c(O)c1` : TRb SRC2 PPI = -5%; RECQ1 inh = -6%; Tau ThT inhib = ?; HTT cytoprotect = -25%[0.074 µM]; Tau fluor cs = 16µM*[quencher]; Tau FP inhib = ?; TexasRed fluor = -2%; L3MBTL1 inh = -1%
# Entry for `CCOC(=O)c1c(NC(=O)Nc2ccc(Cl)cc2)sc(C)c1C` : TRb SRC2 PPI = 6%; RECQ1 inh = i; Tau ThT inhib = -5%; HTT cytoprotect = -4%; Tau fluor cs = -23%; Tau FP inhib = 3%; TexasRed fluor = 4%; L3MBTL1 inh = 3%

# Continuation:
SMILES,TRb SRC2 PPI,RECQ1 inh,Tau ThT inhib,HTT cytoprotect,Tau fluor cs,Tau FP inhib,TexasRed fluor,L3MBTL1 inh
CC(=O)Nc1ccc(S(=O)(=O)NCc2ccc(C(=O)NCc3ccc4c(c3)OCO4)cc2)cc1,-2%,-7%,2%,-1%,-13%,-13%,-1%,-1%
O=C1CN(C(=O)c2cc3ccccc3oc2=O)C(c2ccc(F)cc2)c2cc(Br)ccc2N1 (configuration not stated),3%,-10%,?,.,-27%,3%,-2%,-15%
COC(=O)Cn1cc(C#N)c2ccccc21,14%,3%,-6%,-8%[1.9 µM],-1%,-8%,0%,-7%
Cc1cc2c(c(=O)n1CCN(C)C)C(c1ccncc1)C(C#N)=C(N)O2 (configuration not stated),-11%,-12%,2%,-14%[0.074 µM],8%,7%,-1%,5%
CO/N=C/c1ccc(N2CCCC2)c([N+](=O)[O-])c1,3%,i,?,6%[10 µM],-9%,6%,-1%,-16%
CCN1CC(c2ccccc2)C(c2ccc(Cl)cc2)=N1 (configuration not stated),1%,-8%,-9%,32%[0.074 µM],-16%,4%,-2%,-2%
Cc1nnc(SCC(=O)NCc2ccccc2Cl)n(N)c1=O,-13%,-2%,-6%,11%[10 µM],-3%,-4%,-2%,12%
O=C(CSc1nnc2ccccn12)NC(=O)NC1CCCC1,4%,i,-16%,5%[10 µM],-4%,2%,2%,1%
Cc1nn(C)cc1/C=N/NC(=O)C(C)(C)Oc1ccc(Cl)cc1,-4%,-3%,-8%,-7%,-5%,7%,-2%,.
CCCC(=O)N1CC(=O)Nc2ccc(F)cc2C1c1ccccc1 (configuration not stated),2%,-6%,-6%,-11%,-14%,0%,-1%,.
Cc1cc(O)c(-c2ccno2)cc1Cl,-5%,0%,-2%,7%[10 µM],-3%,11%,-2%,4%
O=C(CN1N=C(c2ccc(Cl)cc2)CCC1=O)NCc1cccs1,2%,-11%,2%,.,-2%,3%,-3%,-1%
CCOC(=O)C1C(=O)NCC1c1ccccc1 (configuration not stated),14%,-3%,-9%,4%[10 µM],-10%,-5%,2%,.
O=C(O)c1ccc(-c2ccc(O)c(F)c2)cc1,-10%,-5%,-7%,-14%,-3%,-4%,-1%,13%
Cc1[nH]c2ccc(F)cc2c1CCNC(=O)C1CCCCC1C(=O)OCC(F)(F)F (configuration not stated),-11%,-3%,-7%,0%[10 µM],-12%,11%,-1%,?
O=C(CCCCCCCCCCCCC1CCCC1)Nc1ccc(S(=O)(=O)c2ccc(NC(=O)CCCCCCCCCCCCC3CCCC3)cc2)cc1,-4%,-3%,-12%,?,-22%,-10%,-1%,.
COCc1cc(=O)n2[nH]c(C)cc2n1,-7%,0%,-8%,10%[10 µM],-3%,-12%,-4%,-2%
O=C(CN1CCNC(=O)C1)NCCc1ccc(Cl)cc1Cl,-1%,-5%,0%,-12%,2%,-2%,-7%,-2%
O=C(/C=C/c1cccc(Cl)c1)OCc1cn2cc(Cl)ccc2n1,1%,i,-11%,16%[10 µM],-1%,2%,-3%,3%
O=C(COC(=O)c1ccc2c(c1Cl)C(=O)c1ccccc1C2=O)NC1CCCCC1,7%,0%,-17%,14%[0.074 µM],-27%,1%,-2%,-8%
C/C(CC(C)(C)c1ccccc1)=N\NS(=O)(=O)c1ccccc1,-3%,20%,-7%,?,-10%,0%,-2%,-6%
Cc1ccc(NC(=O)CSc2nc3c([nH]c4ccccc43)c(=O)n2-c2ccccc2)cc1Cl,-3%,.,1%,.,?,?,-3%,.
COc1ccc2[nH]c(=O)c(CN(C(=O)c3ccncc3)C(C)(C)C)cc2c1,-5%,-10%,-7%,37%,1%,4%,3%,2%
CCCC(c1nnnn1C1CCCC1)N1CCN(C(=O)c2ccco2)CC1 (configuration not stated),1%,i,-7%,-26%[10 µM],5%,?,-3%,6%
CC(C)C1Oc2ccccc2N(CC(=O)N(Cc2ccccn2)C2CC2)C1=O (configuration not stated),3%,0%,-1%,30%[10 µM],-7%,-7%,-7%,-1%
CCOC(=O)CN(c1ccccn1)S(=O)(=O)c1ccccc1,5%,6%,-1%,-9%,0%,-2%,-1%,7%
Cc1cccc(N(C(=O)Cc2cccs2)C(C(=O)NC2CCCC2)c2ccsc2)c1 (configuration not stated),4%,-7%,-3%,11%,1%,0%,-1%,-4%
O=C(NCc1ccco1)C1CC(=O)N(CCc2ccccc2)C1 (configuration not stated),-4%,-3%,-17%,-51%[inhibitor],-6%,-3%,4%,-12%
COc1ccc(/C=C2\SC(=S)N(Cc3cccnc3)C2=O)cc1C,-2%,i,?,-46%[inhibitor][10 µM],-15%,11%,3%,0%
CN1CCCC(OC(=O)COc2ccc(Br)cc2)C1 (configuration not stated),-13%,-3%,-9%,-16%,7%,12%,-2%,6%
CCOC(=O)C1=C(C)N(CCCC(=O)NCc2ccc3c(c2)OCO3)C(=O)NC1c1ccc(Br)cc1 (configuration not stated),1%,-7%,-4%,.,-3%,-5%,-2%,5%
COc1ccc(NC(=O)Cn2cnc3c(nc4n3CCCCC4)c2=O)cc1Cl,8%,.,-2%,.,-4%,-5%,?,.
O=C(Cn1cnc([N+](=O)[O-])n1)N/N=C/c1ccccc1O,-4%,-8%,-11%,-55%[inhibitor],-4%,6%,-2%,?
O=C(Nc1ccc2nc(-c3ccc(Br)o3)[nH]c2c1)c1ccco1,-4%,?,?,-118%[inhibitor][0.074 µM],-27%,3%,-3%,6%
Cc1nnc(N2C(=O)c3cccc4cccc(c34)C2=O)s1,3%,-6%,-14%,-8%[10 µM],-13%,-8%,-2%,.
O=C(COC(=O)C1CC(O)CN1S(=O)(=O)c1ccc(Cl)cc1)c1ccccc1Cl (configuration not stated),-3%,-15%,-1%,0%[0.074 µM],-5%,-4%,1%,0%

# Compound activity deposited in PubChem BioAssay by National Center for Advancing Translational Sciences (NCATS).
